RGS4 inh = inhibitors of human RGS4. AID 463165. HEK293 M3R/RGS4 inducible, Fluo-4 calcium flux; stronger effect = higher value; triggered by carbachol at its EC20. B-score at 10 µM. 310,000 compounds, 0.45% hits;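 active = B-score, a plate-corrected calcium signal, over three deviations above library mean, with baseline fluorescence within five deviations of library mean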;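 note: RGS4 expression induced by doxycycline in cells with stable M3 receptor; B-score is computed from the integrated fluorescence ratio over baseline after carbachol; higher B-score means a larger calcium signal and so more RGS4 inhibition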
Target sequence (P49798 whole entry, looked up): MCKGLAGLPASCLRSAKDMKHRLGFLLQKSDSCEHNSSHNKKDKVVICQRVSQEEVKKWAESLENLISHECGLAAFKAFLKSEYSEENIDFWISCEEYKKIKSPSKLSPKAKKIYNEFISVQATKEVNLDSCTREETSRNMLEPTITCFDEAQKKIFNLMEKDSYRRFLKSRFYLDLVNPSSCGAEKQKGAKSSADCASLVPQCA
MrgX1 antag = blocks BAM8-22 activation of human MrgX1 receptor | AID 588676 | MRGX1-HEK293 calcium flux, Fluo-4, BAM8-22 antagonism; stronger effect = lower value | B-score at 10 µM | 310,000 compounds, 1.3% hits;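 active = calcium-response B-score plate-corrected more than 3 library SD below zero, starting fluorescence within 5 deviations, no agonist response on first addition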;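 note: peak minus trough fluorescence over baseline after final BAM8-22 challenge near maximal dose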
Target sequence (Q96LB2 whole entry, looked up): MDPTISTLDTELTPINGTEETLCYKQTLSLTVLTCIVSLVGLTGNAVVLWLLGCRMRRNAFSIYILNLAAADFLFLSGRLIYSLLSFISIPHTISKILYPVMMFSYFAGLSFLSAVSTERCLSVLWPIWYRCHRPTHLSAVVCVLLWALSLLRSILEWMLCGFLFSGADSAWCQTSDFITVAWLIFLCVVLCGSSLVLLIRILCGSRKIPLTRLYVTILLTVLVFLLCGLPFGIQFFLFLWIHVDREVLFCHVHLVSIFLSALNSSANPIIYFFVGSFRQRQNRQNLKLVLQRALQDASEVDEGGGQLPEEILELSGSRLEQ
TRPC6 inh = mouse TRPC6 channel inhibition. Q61143. HEK293-TRPC6, membrane potential dye, ACh-evoked depolarization; stronger effect = lower value. B-score at 10 µM. 310,000 compounds, 1.1% hits. AID 2553;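 active = B-score under library mean minus 3 SD, initial fluorescence not abnormally high, positive integrated signal ratio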;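 note: B-score derived from integrated fluorescence ratio over the kinetic read; more negative B-score means stronger inhibition of depolarization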
TRPC4 inh = inhibitors of mouse TRPC4 channel; Q9QUQ5; HEK293 TRPC4beta/mu-opioid, DAMGO-evoked Fluo4 calcium flux; stronger effect = lower value; B-score at 10 µM; 300,000 compounds, 0.39% hits; AID 2247;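 active = B-score over 3 SD under the library average, no early fluorescence shift, positive overall ratio signal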
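Assay system: Stable TRPC4beta/mu-opioid receptor HEK293 cells | Reagent: DAMGO in two steps, submaximal then maximal | Compound dosing: Single concentration per test compound | Signal: Fluo4 Ca2+ flux fluorescence | Evaluation: Per-well B score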
TRPC4 PAM = allosterically enhances the mouse TRPC4 cation channel; Q9QUQ5; HEK293 TRPC4beta/mu-opioid, DAMGO EC20, Fluo-4 Ca2+ flux; stronger effect = higher value; B-score at 10 µM; 310,000 compounds, 0.42% hits;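 active = B-score of calcium response area above 5 SD of library B-scores, with initial fluorescence ratio within 5 SD of library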;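 note: B-score of integrated fluorescence ratio over time as area under calcium response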
TRPC6 act = activators of mouse TRPC6 channel | Q61143 | HEK293-TRPC6 membrane potential dye fluorescence; stronger effect = higher value | B-score at 10 µM | 310,000 compounds, 0.13% hits | AID 2550;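 active = B-score of the integrated fluorescence ratio above library mean plus 3 SD, and starting fluorescence ratio within library mean plus 5 SD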;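 note: higher score means more depolarization so channel activation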
MrgX1 allo act = allosterically activates human MrgX1 receptor signaling; Q96LB2; MrgX1-HEK293, Fluo-4 calcium flux, FDSS; stronger effect = higher value; B-score at 10 µM; 310,000 compounds, 0.63% hits; AID 588675;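 active = plate-corrected calcium response at least 3 library SD above typical, normal starting fluorescence, not activating the receptor alone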;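 note: compound read alongside a low EC10 to EC30 dose of BAM8-22 agonist; peak minus trough fluorescence over baseline measured at the second addition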
TRPC4 act = opens the mouse TRPC4 cation channel; Q9QUQ5; HEK293 TRPC4beta/mu-opioid, Fluo4 calcium fluorescence; stronger effect = higher value; B-score at 10 µM; 310,000 compounds, 0.49% hits;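 active = B-score above 5 SD of library B-scores, and initial fluorescence ratio not above library mean plus 5 SD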;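 note: positive B-score marks a calcium rise read as TRPC4 activation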
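Assay system: HEK293 stable line with TRPC4beta plus mu-opioid receptor. Times: dye 45 min RT, read 110 s. Measured by: kinetic Fluo4 calcium fluorescence. Measure: B score of integrated ratio. Controls: assay buffer as low control, maximal DAMGO as high control.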
MrgX1 agonist = agonists of human MrgX1 receptor; Q96LB2; MrgX1-HEK293 cells, Fluo-4 calcium fluorescence, agonist mode; stronger effect = higher value; B-score at 10 µM; 310,000 compounds, 0.44% hits; AID 588627;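 active = calcium response B-score plate-corrected fluorescence ratio at least 3 library SD, with starting fluorescence B-score inside 5 SD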
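Material – MrgX1-expressing HEK293 cells · Input – 15,000 cells seeded per well · Dosing – compound as first of three additions · Times – overnight seeding, then 1 h dark dye loading · Measured by – kinetic Fluo-4 NW fluorescence of intracellular calcium · Read-out – B-scored fluorescence response ratio · Benchmarks – positive and negative control wells on each plate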
ANO1 block = inhibitors of mouse TMEM16A calcium-activated chloride channel. Q8BHY3. HEK293 TMEM16A/YFP iodide influx fluorescence, ionomycin. normalized B-score (activity score, 25-100; higher = stronger inhibition) at 10 µM. 310,000 compounds, 1.2% hits;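 active = ratio plate-corrected score three or more library SD toward inhibition, starting fluorescence score within five deviations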;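 note: score derived from kinetic fluorescence span divided by baseline fluorescence per well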
TMEM16A act = activators or potentiators of mouse TMEM16A chloride channel; 340,000 compounds, 0.3% hits; HEK293 TMEM16A/YFP-H148Q/I152L, iodide quench fluorescence; stronger effect = lower value; B-score at 10 µM;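 active = fluorescence-ratio B-score plate-corrected deviation score at least 3 library SD below zero, with starting fluorescence score within 5 deviations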;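 note: channel opened by trigger with iodide after compound preincubation; score built on the fluorescence ratio of max minus min over baseline; more negative score means more quench and so TMEM16A activation or potentiation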
* hit, by the source's call; i = inactive; / = no result given.

SMILES	RGS4 inh	MrgX1 antag	TRPC6 inh	TRPC4 inh	TRPC4 PAM	TRPC6 act	MrgX1 allo act	TRPC4 act	MrgX1 agonist	ANO1 block	TMEM16A act
O=C(CN1C(=O)S/C(=C/c2ccncc2)C1=O)N1CCOCC1	i	i	i	i	i	i	i	i	i	i	i
CCCc1nnc(SCC(=O)Nc2ccc(Cl)cc2Cl)o1	i	i	i	i	i	i	i	i	i	i	i
CN(CC(=O)Nc1cccc2c1CCCC2)S(=O)(=O)c1ccc(Br)cc1	i	i	i	i	i	i	i	i	i	i	i
O=C(O)CCn1c(SCc2ccccc2)nc2ccccc21	i	i	i	i	i	i	i	i	i	i	i
O=C(NC(=S)Nc1cccc(C(F)(F)F)c1)c1ccc2nonc2c1	i	i	i	i	i	i	i	i	i	i	i
OC(Cc1cccnc1)(Cc1cccnc1)c1cc2ccccc2[nH]1	i	i	i	i	i	i	i	i	i	i	i
Cc1nn(C)c(=O)c(N)c1-c1cc(-c2ccc(Cl)c(Cl)c2)n[nH]1	i	i	i	i	i	i	i	i	i	i	i
O=C(O)c1ccc(N2C(=O)C3C4c5ccccc5C(Br)(c5ccccc54)C3C2=O)cc1 (configuration not stated)	i	i	i	i	i	i	i	i	i	i	i
CCc1nnc(NC(=O)c2ccc3ccccc3n2)s1	i	i	i	i	i	i	i	i	i	i	i
CCCNC(=O)NC(=O)CSc1nnc(C)n1N	/	i	/	/	/	/	i	/	i	i	i
CCn1c(C)nc2cc(C(=O)NNC(=S)NC(=O)c3ccccc3)ccc21	i	i	i	i	i	i	7.4*	i	i	i	i
CN1C(=O)/C(=C\c2cc(Br)cs2)c2ccccc21	i	i	i	i	i	i	i	i	i	i	i
CN(C)CCCN(C(=O)c1nc2ccccc2s1)c1nc2ccc(F)cc2s1	i	i	i	i	i	i	i	i	i	i	i
N=c1c(S(=O)(=O)c2ccc(Cl)cc2)cc2c(=O)n3ccccc3nc2n1CC1CCCO1 (configuration not stated)	i	i	i	i	i	i	i	i	i	i	i
COc1ccc(N(CN2C(=O)c3ccccc3C2=O)C(=O)C(C)C)cc1	i	i	i	i	i	i	i	i	i	i	i
CCc1ccc(OC(C)C(=O)N(Cc2ccccc2)C2CCS(=O)(=O)C2)cc1 (configuration not stated)	i	i	i	i	i	i	i	i	i	i	i
Cc1ccc(OCCNC(=O)Cn2cnc3c(=O)n(C)c(=O)n(C)c32)cc1C	i	i	i	i	i	i	i	i	i	i	i
O=C(c1ccccc1Br)N1N=C(c2ccccc2)CC1c1ccccc1F (configuration not stated)	i	i	i	i	i	i	i	i	i	i	i
O=C(NCc1ccc2c(c1)OCO2)Nc1ccc([N+](=O)[O-])cc1	i	i	i	i	i	i	i	i	i	i	i
CCC(=O)OCC(=O)Nc1ccc([N+](=O)[O-])cc1OC	i	i	i	i	i	i	i	i	i	i	i
Cc1[nH]c2ccccc2c1CCN(Cc1cccs1)C(=S)Nc1ccccc1	i	i	i	i	i	i	i	i	i	i	i
Cc1ccnc(SCc2cc(=O)c(OC(=O)c3ccc(S(=O)(=O)N4CCCC4)cc3)co2)n1	i	i	i	i	i	i	i	i	i	i	i
CC12C(=O)N(c3cccc4cccnc34)C(=O)C1C1C=CC2C1 (configuration not stated)	i	i	i	i	i	i	i	i	i	i	i
CCN(CC)S(=O)(=O)c1ccc(N2CCOCC2)c(NS(=O)(=O)c2ccc(C)c(C)c2)c1	i	i	i	i	i	i	i	i	i	i	i
CCOc1ccccc1NC(=O)CCn1c(=O)oc2ccccc21	i	i	i	i	i	i	i	i	i	i	i
(list continues)
SMILES	RGS4 inh	MrgX1 antag	TRPC6 inh	TRPC4 inh	TRPC4 PAM	TRPC6 act	MrgX1 allo act	TRPC4 act	MrgX1 agonist	ANO1 block	TMEM16A act
O=C(O)C1C2C=CC(C2)C1C(=O)Nc1ccc(C(=O)N2CCCCC2)c(Cl)c1 (configuration not stated)	i	i	i	i	i	i	i	i	i	i	i
CC1(C)Cc2cccc(OCC(O)CNCc3ccccn3)c2O1 (configuration not stated)	i	i	i	i	i	i	i	i	i	i	i
O=C(CSc1nc2[nH]ncc2c(=O)[nH]1)c1ccccc1	i	i	i	i	i	i	i	i	i	i	i
CCC1(C)Cc2ccccc2C(Nc2c(C)n(C)n(-c3ccccc3)c2=O)=N1 (configuration not stated)	i	i	i	i	i	i	i	i	i	i	i
O=C(COc1ccccc1)N(Cc1cccs1)C1CCS(=O)(=O)C1 (configuration not stated)	i	i	i	i	i	i	i	i	i	i	i
O=[N+]([O-])c1cc(/C=N\Nc2nccs2)ccc1O	i	/	i	i	i	i	/	i	/	/	/
COC(=O)c1sccc1N/N=C/c1cccc(OC)c1O	i	i	i	i	i	i	i	i	i	i	i
COc1cc(=O)[nH]c(SC(C)C(=O)Nc2cccc3ccccc23)n1 (configuration not stated)	i	i	i	i	i	i	i	i	i	i	i
COCCN(C(=O)c1ccccc1F)c1nc(-c2ccc(OC)cc2)cs1	i	i	i	i	i	i	i	i	i	i	i
O=S(=O)(NCC1CCCO1)c1cc(Br)c(Br)s1 (configuration not stated)	/	i	/	/	/	/	i	/	i	i	i
O=C(NNC(=O)c1cccs1)c1cccc(F)c1	i	i	i	i	i	i	i	i	i	i	i
Cc1ccc(CNC(=O)c2cc3c(=O)n(C)c4ccccc4c3n2C)cc1	i	i	i	i	i	i	i	i	i	i	i
C/C(CC(=O)Nc1ccc2c(c1)OCCO2)=N\NC(=O)c1ccccc1F	i	i	i	i	i	i	i	i	i	i	i
CC(C)(C)c1ccc(C(=O)NCC(=O)N/N=C/c2ccccc2OCC(=O)O)cc1	i	i	i	i	i	i	i	i	i	i	i
CC1CCCC(C)N1CCNC(=O)Nc1ccc(Cl)cc1 (configuration not stated)	i	i	i	i	i	i	i	i	i	i	i
CC(=O)N(Cc1ccccc1)c1ccccc1C(=O)O	i	i	i	i	i	i	i	i	i	i	i
CN(Cc1ccccc1)C(=O)COC(=O)COc1ccc(C#N)cc1	i	i	i	i	i	i	i	i	i	i	i
O=C(COC(=O)C1CCN(S(=O)(=O)c2cccs2)CC1)c1ccccc1	i	i	i	i	i	i	i	i	i	i	i
NC(=O)c1ccsc1NC(=O)CSc1nnc(Nc2ccccc2)s1	i	i	i	i	i	i	i	i	i	i	i
CCN(CC)S(=O)(=O)c1ccc(NC(=O)COC(=O)c2c[nH]c(=O)[nH]c2=O)cc1	i	i	i	i	i	i	i	i	i	i	i
N#Cc1c(-c2cccnc2)cc(-c2ccccc2)nc1N	i	i	i	i	i	i	i	i	i	i	i
Oc1c(C=Nc2ccccc2)sc(=S)n1Cc1ccccc1	i	i	i	i	i	i	i	i	i	i	i
COc1ccc(OC)c(S(=O)(=O)NCCO)c1	i	i	i	i	i	i	i	i	i	i	i
Fc1ccccc1C1c2cccn2CCN1C(=S)Nc1ccc(Br)cc1 (configuration not stated)	i	i	i	i	i	i	i	i	i	i	-4.6*
O=C(OCCCN1CCOCC1)c1ccc(O)c(O)c1	i	i	i	i	i	i	i	i	i	i	i
The list continues:
SMILES	RGS4 inh	MrgX1 antag	TRPC6 inh	TRPC4 inh	TRPC4 PAM	TRPC6 act	MrgX1 allo act	TRPC4 act	MrgX1 agonist	ANO1 block	TMEM16A act
COc1ccc(N2CCN(C(=O)CN=C3NS(=O)(=O)C(c4ccc(C)cc4)=C3C)CC2)cc1	/	i	/	/	/	/	i	/	i	i	i
O=C(CCn1c(=S)[nH]c2cc3c(cc2c1=O)OCO3)NCc1cccc(Cl)c1	i	i	i	i	i	i	i	i	i	i	i
O=C(CCC(=O)N1CCCC(Nc2ccccc2)C1)c1ccc(F)cc1 (configuration not stated)	i	i	i	i	i	i	i	i	i	i	i
O=C(CSc1nnc(-c2ccc(OC(F)F)cc2)o1)NCc1cccs1	i	i	i	i	i	i	7.5*	i	i	i	i
CCCCn1c(N)c(N(CCOC)C(=O)CN2c3ccccc3CC2C)c(=O)[nH]c1=O (configuration not stated)	i	i	i	i	i	i	i	i	i	i	i
Cc1cccc(CN2CCc3c([nH]c4ccccc34)C2CC(C)C)n1 (configuration not stated)	i	i	i	i	i	i	i	i	i	i	i
O=C(NNC(=O)c1c(F)cccc1F)c1sccc1-n1cccc1	i	i	i	i	i	i	i	i	i	i	i
CCNC(=O)COc1ccc(Br)cc1Cl	i	i	i	i	i	i	i	i	i	i	i
O=C(COc1ccc(Cl)cc1Cl)Nc1ccc(CN2CCOCC2)cc1	i	i	i	i	i	i	i	i	i	i	i
CC(=O)c1cccc(NC(=O)N2C3CCCC2CC(NC(=O)C2CC2)C3)c1 (configuration not stated)	i	i	i	i	i	i	i	i	i	i	i
CCNC(=O)C(=O)NCCc1ccc(Cl)cc1	i	i	i	i	i	i	i	i	i	i	i
CC1=C(CCN2CCN(C(C)C)C(CCO)C2)C(C)(C)CCC1 (configuration not stated)	i	i	i	i	i	i	i	i	i	i	i
O=C(CSc1nnc(-c2cccs2)o1)NCC1CN(Cc2ccccc2)CCO1 (configuration not stated)	i	i	i	i	i	i	i	i	i	i	i
Cc1cc(NC(=O)CCCC(=O)NCc2ccccc2)no1	i	i	i	i	i	i	i	i	i	i	i
Cc1cc(C)n(-c2nnc(NCc3ccc(Cl)cc3)nn2)n1	i	i	i	i	i	i	i	i	i	i	i
O=C(CCC(=O)NCCO)NCCO	i	i	i	i	i	i	i	i	i	i	i
COc1ccc(S(=O)(=O)n2cnc3cc(C)c(C)cc32)cc1C	i	i	i	i	i	i	i	i	i	i	i
COc1ccc(-c2cc(=O)[nH]c(N3CCN(Cc4ccccc4)CC3)n2)cc1	i	i	i	i	i	i	i	i	i	i	i
O=C(Nc1ccccc1N1CCOCC1)c1cc(-c2ccncc2)nc2ccccc12	i	i	i	i	i	i	i	i	i	i	i
Cc1cccc2nc(COc3ccc4ccccc4c3Br)cn12	i	i	i	i	i	i	i	i	i	i	i
COCCn1c(Cc2ccccc2)nnc1SCC(=O)N1CCOCC1	i	i	i	i	i	i	i	i	i	i	i

Source: PubChem BioAssay
